Source: PubChem BioAssay (Sanford-Burnham Center for Chemical Genomics)
SENP8 block-1: blocks human SENP8 cleavage of Nedd8 substrate; Q96LD8; recombinant SENP8, Nedd8 substrate fluorescence; inhibition, % at 20 µM; actives 0.64% (n = 360,000); AID 602440; in the data active means inhibition mostly above about 40%, no sharp cut-off; inactive means mostly below about 27%
SENP8 block-2: SENP8 protease inhibition. Q96LD8. purified SENP8, Z-RLRGG-aminoluciferin cleavage, luminescence. inhibition, % at 10 µM. actives 1.2% (n = 330,000). AID 2540; in the data active means inhibition above about 50%
SENP6 block: SENP6 protease inhibition; actives 1.8% (n = 330,000); inhibition, % at 10 µM; Recombinant SENP6 catalytic domain, aminoluciferin luminescence; Q9GZR1;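 active means inhibition above about 50% at the single tested dose, limit read from the data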;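 further: plate controls were DMSO wells with enzyme for no effect and DMSO wells lacking enzyme for full effect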
PfGluPho inh: PfG6PD (Plasmodium falciparum) enzyme inhibition | inhibition, % at 20 µM | AID 504690 | PfGluPho enzyme, NADPH resazurin-diaphorase fluorescence | actives 0.78% (n = 350,000);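 active means inhibition reaching at least a set limit at 20 µM in the primary screen, cut at about 59% in these data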;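 further: 0% = DMSO wells with substrate and 100% = DMSO wells lacking glucose-6-phosphate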
HKDC1 inh: blocks human hexokinase HKDC1 activity; Q2TB90; recombinant HKDC1, G6PDH/diaphorase resazurin coupled fluorescence; inhibition, % at 20 µM; actives 0.16% (n = 340,000);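 active means inhibition above about 35% when tested at 20 µM, limit read from the data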;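 further: plate controls were DMSO wells with enzyme for no effect and DMSO wells lacking enzyme for full effect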
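Test system: recombinant HKDC1 (HK5) hexokinase enzyme, produced in-house / Doses: 20 µM test compound, 1% DMSO / Timing: 90 min, room temperature / Detection: G6PDH/diaphorase-coupled fluorescence, 1 mM NADP, 100 µM resazurin, 525/613 nm / Control set: DMSO wells with and without enzyme mix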
SENP1 FRET inh: inhibitors of human SENP1 SUMO protease catalytic domain; recombinant SENP1 catalytic domain, CyPet-SUMO1-YPet FRET cleavage; AID 624204; actives 0.21% (n = 360,000); inhibition, % at 10 µM; Q9P0U3;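 active means inhibition at least 30% at 10 µM, raw YFP signal under a set limit, fluorescence ratio 0.5 to 1.5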;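 further: 0% = enzyme with DMSO and 100% = no enzyme wells; some results filed as inactive read as strong as hits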
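Compound: 10 µM single point, 0.5% DMSO; Test system: hSENP1 catalytic domain, recombinant; Timing: 50 min reaction at room temperature; Technique: FRET, CFP and YFP emission; Control set: no-enzyme wells low, DMSO-plus-enzyme wells high control.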
Apaf1 inhib: human Apaf-1 inhibition. O14727. reconstituted apoptosome caspase-3 activity, DEVD-Rh110 fluorescence. inhibition, % at 20 µM. actives 0.71% (n = 330,000). AID 489030; active means inhibition of at least 40% at 20 µM;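 further: plate controls were DMSO wells for no effect and DEVD-CHO caspase inhibitor wells for full effect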
Target sequence (O14727 whole entry, looked up): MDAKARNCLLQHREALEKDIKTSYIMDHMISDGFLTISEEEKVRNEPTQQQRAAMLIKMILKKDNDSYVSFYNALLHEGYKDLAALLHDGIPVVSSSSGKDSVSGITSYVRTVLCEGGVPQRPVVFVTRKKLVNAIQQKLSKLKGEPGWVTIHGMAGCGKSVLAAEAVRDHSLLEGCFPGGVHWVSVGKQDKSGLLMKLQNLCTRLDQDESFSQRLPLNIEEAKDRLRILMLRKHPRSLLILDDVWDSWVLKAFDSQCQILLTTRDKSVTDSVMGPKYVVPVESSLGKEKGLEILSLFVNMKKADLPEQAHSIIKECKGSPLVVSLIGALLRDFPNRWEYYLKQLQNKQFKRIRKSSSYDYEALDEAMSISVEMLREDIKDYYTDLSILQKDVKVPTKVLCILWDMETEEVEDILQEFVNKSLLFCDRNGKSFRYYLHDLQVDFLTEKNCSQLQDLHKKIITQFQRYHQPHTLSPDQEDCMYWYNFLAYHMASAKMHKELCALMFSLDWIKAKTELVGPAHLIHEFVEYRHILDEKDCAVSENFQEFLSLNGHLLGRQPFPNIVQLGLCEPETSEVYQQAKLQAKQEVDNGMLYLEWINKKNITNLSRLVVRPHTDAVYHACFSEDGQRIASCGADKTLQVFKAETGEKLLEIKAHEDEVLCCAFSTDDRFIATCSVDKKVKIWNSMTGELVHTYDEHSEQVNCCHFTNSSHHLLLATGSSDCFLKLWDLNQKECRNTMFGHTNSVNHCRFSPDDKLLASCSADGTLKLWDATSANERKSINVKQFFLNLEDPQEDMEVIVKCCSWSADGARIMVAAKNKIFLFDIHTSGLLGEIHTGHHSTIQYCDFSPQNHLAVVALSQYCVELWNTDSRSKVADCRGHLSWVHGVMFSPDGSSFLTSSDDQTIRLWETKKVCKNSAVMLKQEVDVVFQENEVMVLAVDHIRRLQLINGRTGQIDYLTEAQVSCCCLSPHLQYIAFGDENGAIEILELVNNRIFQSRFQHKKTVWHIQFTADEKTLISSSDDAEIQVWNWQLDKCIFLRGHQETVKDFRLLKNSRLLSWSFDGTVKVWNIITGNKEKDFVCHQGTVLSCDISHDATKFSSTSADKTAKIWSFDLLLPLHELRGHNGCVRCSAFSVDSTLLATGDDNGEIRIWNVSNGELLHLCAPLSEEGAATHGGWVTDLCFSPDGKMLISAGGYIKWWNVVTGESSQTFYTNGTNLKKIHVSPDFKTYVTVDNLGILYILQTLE
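Assay system – apoptosome proteins · Medium – Hepes buffer, pH 7.5 · Also added – cytochrome c with DEVD-Rh110 · Timing – 30 min compound preincubation, 50 min activation, room temperature · Detection – Rh110 fluorescence, excitation 480 nm, emission 540 nm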
SENP7 block: blocks the human protease SENP7; inhibition, % at 5 µM; actives 1.5% (n = 330,000); recombinant SENP7, Z-RLRGG-aminoluciferin luminescence, 40 min; AID 434973; Q9BQF6;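 active means inhibition above about 50% at the single test dose, limit read from the data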;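 further: plate controls were DMSO with enzyme for no effect and no enzyme buffer wells for full effect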
Numbers without * were called inactive; x = not tested or not shown. No enrichment for hits. About 3.6% of those tested had a hit in this group.

Under each structure: SENP8 block-1 | SENP8 block-2 | SENP6 block | PfGluPho inh | HKDC1 inh | SENP1 FRET inh | Apaf1 inhib | SENP7 block
> O=C(NC1CCCCC1)C(c1ccc2ncccc2c1)N(Cc1cccs1)C(=O)c1cccs1 (stereo not drawn)
    3.8 | -10.4 | -11.3 | -6.9 | -0.8 | 2.0 | 12.0 | 8.6
> CCOCC(=O)Nc1cc(S(=O)(=O)N2CCOCC2)ccc1N1CCCCC1
    -2.5 | -2.3 | 2.3 | 50.4 | -8.3 | 10.0 | 14.5 | 10.1
> Cc1ccc(NC(=O)COC(=O)C2CC2(Cl)Cl)cc1C (stereo not drawn)
    15.7 | -9.5 | -7.9 | -3.1 | -4.2 | 2.5 | 8.8 | -2.5
> CN(Cc1ccco1)C(=O)Cn1nc(-c2ccc(Cl)cc2)ccc1=O
    10.4 | -0.3 | -10.8 | -9.4 | -0.5 | 4.3 | -12.9 | -1.9
> CCCc1nc2ccc(NC(C)=O)cc2c(=O)n1Cc1ccccc1Cl
    -21.5 | -15.0 | -11.4 | -11.5 | 5.2 | 0.5 | 15.0 | -16.7
> Cc1ccc(N=Cc2sccc2C)cc1C
    14.4 | 20.4 | 28.9 | 11.0 | 10.3 | 0.8 | -2.1 | -8.1
> COc1cc(Cl)c(C)cc1NC(=O)CSc1ccc(C)cc1
    15.8 | -6.7 | -6.5 | 15.4 | 6.4 | -2.1 | 12.7 | 2.8
> Cc1ccc(S(=O)(=O)c2c(N)n(CCCO)c3nc4ccccc4nc23)cc1
    -495.5 | 4.9 | 14.3 | -16.9 | -0.7 | -58.4 | 18.2 | 10.8
> C=C(C)c1cccc(C(C)(C)NC(=O)N2CCN(c3ccccn3)CC2)c1
    -29.6 | -1.4 | 1.9 | 10.2 | -0.8 | 1.3 | 5.7 | 12.3
> COc1cc(C2c3cc4c(cc3C(O)C3COC(=O)C23)OCO4)cc(OC)c1OC (stereo not drawn)
    12.1 | x | x | 7.5 | -0.4 | 2.4 | x | x
> CCn1nc(C)c(CNC(=O)c2ccc(OC3CCN(Cc4ccccn4)CC3)cc2)c1C
    -5.1 | -4.2 | -16.9 | 25.1 | -4.5 | -10.6 | -4.0 | -12.2
> O=C(COc1cccc(C(F)(F)F)c1)N1CCN(c2ccccc2O)CC1
    16.6 | -6.6 | 3.8 | 13.6 | 15.4 | 0.6 | 8.0 | -9.5
> CCCc1cc(=O)oc2c(C)c(O)c(CN3CCCCC3)cc12
    -322.8 | 3.4 | 18.3 | 1.2 | -6.1 | -23.1 | 0.4 | 0.4
> Cc1ccc(NC(=O)COc2ccc3c(c2)OCO3)c(Cl)c1
    14.2 | -0.5 | 20.7 | -13.6 | -0.9 | -1.4 | -7.2 | 62.2*
> Cc1c(NP(=O)(Oc2ccccc2F)Oc2ccccc2F)c(=O)n(-c2ccccc2)n1C
    9.9 | -8.0 | 8.1 | -17.9 | -14.3 | 2.9 | 5.2 | -1.7
> CC(CC1C(C#N)=C(N)OC2=C1C(=O)CCC2)c1ccccc1 (stereo not drawn)
    -6.1 | 2.9 | 0.5 | -23.4 | 1.4 | -87.1 | 14.3 | -1.2
> COc1ccc(C(CNC(=O)COc2cccc(C)c2)N2CCCC2)cc1 (stereo not drawn)
    -2.2 | -2.5 | -9.9 | 6.8 | 0.6 | -8.8 | 5.4 | 2.5
> Cc1cc(NC(=O)c2ccc([N+](=O)[O-])cc2Cl)no1
    14.9 | -0.5 | -16.0 | -5.5 | -2.0 | -0.4 | 1.1 | -3.9
> COC(=O)c1cc2n(n1)CCN(Cc1ccccc1Cl)C2=O
    13.9 | -8.6 | -17.5 | 1.0 | -1.6 | 0.5 | 2.3 | 5.2
> CC(C)(CC(=O)O)CC(=O)NNc1ncccc1C#N
    -0.3 | 12.7 | 7.4 | -8.5 | -4.3 | 1.2 | -6.5 | 7.0

(cont.)
Under each structure: SENP8 block-1 | SENP8 block-2 | SENP6 block | PfGluPho inh | HKDC1 inh | SENP1 FRET inh | Apaf1 inhib | SENP7 block
> COc1cc(NC(=O)CSc2nc(=O)n(CCN3CCOCC3)c3c2CCC3)cc(OC)c1
    4.5 | 1.7 | -12.9 | -8.6 | -4.6 | 0.6 | -2.4 | -1.2
> Cc1onc(-c2c(Cl)cccc2Cl)c1C(=O)N1CCN(c2ncccn2)CC1
    -24.3 | 1.7 | -7.1 | 4.8 | -7.5 | 1.8 | 3.1 | 1.7
> COc1ccc(CN(CC2CCCO2)S(=O)(=O)c2ccc(-n3cnnn3)c(OC)c2)cc1 (stereo not drawn)
    13.5 | 1.1 | 5.3 | -3.4 | 12.2 | 0.4 | 13.1 | 1.4
> COc1ccc(-c2ccnc(-c3ccc(OCCCF)cc3)n2)cc1
    5.8 | -2.9 | -15.2 | 0.0 | 0.3 | 0.5 | 5.9 | 15.2
> O=S(=O)(/N=C(/c1ccccc1)N1CCCCCC1)c1ccccc1
    27.3 | -0.9 | 13.2 | 1.1 | 2.6 | 1.0 | 0.4 | 8.7
> CN1C[C@@H]2[C@@H]3C(=O)N(Cc4ccccc4)C(=O)[C@@H]3[C@](Cc3ccccc3)(C1=O)N2C(=O)c1ccc(Cl)cc1
    -32.2 | x | x | -6.7 | -1.1 | 0.6 | x | x
> COc1cc(OC)c(OC)cc1CN1CCc2ccccc2C1
    11.9 | -3.7 | -9.4 | -10.0 | -11.7 | 1.1 | -10.6 | 6.4
> Cc1c(C(=O)NCc2n[nH]c(=S)n2-c2ccc(F)cc2)cccc1[N+](=O)[O-]
    6.8 | -7.1 | -34.0 | 35.2 | -2.5 | 0.3 | 3.2 | -8.2
> CCCOc1ccc(C(=O)NCCC(=O)NCCCC(=O)OCC)cc1
    15.9 | -6.5 | -13.1 | -7.4 | -4.5 | -1.1 | -5.7 | -9.7
> Cc1nc(NC(=O)C2CC2)sc1C(=O)N(C)C
    15.9 | 0.0 | 7.0 | 0.8 | -3.2 | -0.9 | -6.7 | -6.0
> Cc1cc2nnc(SCC(=O)Nc3ccc(Cl)cc3)n2c(N)n1
    1.6 | -3.0 | -10.5 | -4.9 | -2.0 | 1.2 | -5.3 | -4.6
> COC(=O)c1sc2nc(SCc3cccc(Cl)c3)n(N)c(=O)c2c1C
    -75.3 | -5.4 | 12.5 | 14.5 | -10.3 | -3.3 | 15.6 | 0.2
> Nc1[nH]n(-c2ccccc2)c(=O)c1N=Nc1ccc2c(c1)OCO2
    52.3* | 51.5* | 64.5* | 38.1 | -1.0 | 4.9 | 18.1 | 68.7*
> CCN(CC)S(=O)(=O)c1ccc(NC(=O)c2cc(-c3ccccc3)nc3ccccc23)cc1
    13.9 | -6.4 | -18.0 | 5.1 | 7.7 | -0.8 | -6.6 | -8.1
> Cc1ccc(N2CCN(CCCN3C(=O)C4CCCN4C3=O)CC2)cc1 (stereo not drawn)
    4.0 | -2.7 | 3.9 | 3.2 | -5.0 | -0.1 | -2.9 | 1.7
> Cc1[nH]c2ccccc2c1CN1CCC(Cc2ccccc2)CC1
    11.6 | 6.6 | 8.1 | -0.5 | 0.5 | -1.2 | -5.6 | 5.1
> O=C(NCc1cccnc1)C1CCN(S(=O)(=O)c2cccs2)CC1
    8.3 | 4.3 | 3.4 | -8.5 | -11.2 | -0.6 | -12.1 | -2.9
> Cn1c(=O)c2c(nc(N/N=C/c3cccs3)n2Cc2ccccc2)n(C)c1=O
    -183.3 | -3.3 | 1.3 | 51.2 | -4.8 | -2.2 | -2.1 | 2.2
> Cc1nc(Cl)sc1C(=O)Nc1cccc(Cl)c1
    -0.6 | -14.8 | -0.2 | 2.4 | -6.6 | -0.1 | 5.4 | -9.5
> CN1CCN(C(=O)c2ccccc2[N+](=O)[O-])CC1
    3.4 | 8.8 | 7.7 | -9.4 | -9.2 | 2.4 | -8.0 | 0.9

Three entries already listed, ordered by the value under PfGluPho inh, ascending:
smiles | SENP6 block | PfGluPho inh | HKDC1 inh | SENP1 FRET inh | SENP7 block
CN1CCN(C(=O)c2ccccc2[N+](=O)[O-])CC1 | 7.7 | -9.4 | -9.2 | 2.4 | 0.9
Cc1ccc(N2CCN(CCCN3C(=O)C4CCCN4C3=O)CC2)cc1 (stereo not drawn) | 3.9 | 3.2 | -5.0 | -0.1 | 1.7
CCOCC(=O)Nc1cc(S(=O)(=O)N2CCOCC2)ccc1N1CCCCC1 | 2.3 | 50.4 | -8.3 | 10.0 | 10.1

Other compounds:
Under each structure: SENP8 block-1 | SENP8 block-2 | SENP6 block | PfGluPho inh | HKDC1 inh | SENP1 FRET inh | Apaf1 inhib | SENP7 block
> COc1ccc(C2CC(=O)c3cnc(N4CCN(Cc5ccccc5)CC4)nc3C2)cc1 (stereo not drawn)
    13.8 | -9.3 | -6.2 | 1.2 | -3.5 | -1.9 | 18.4 | -2.1
> COc1ccc(-c2csc(NC(=O)C3CC(=O)N(Cc4ccccc4)C3)n2)cc1OC (stereo not drawn)
    -30.4 | -10.2 | -9.8 | 15.1 | -0.5 | -0.3 | 27.5 | -3.0
> O=C(NCCc1ccccc1)C1CCN(S(=O)(=O)c2cccc3nsnc23)CC1
    12.8 | -0.3 | -9.3 | -2.4 | 1.8 | 1.0 | -4.8 | -2.9
> N#CC1=C(N)n2c(s/c(=C\c3cccs3)c2=O)=C(C#N)C1c1cccs1 (stereo not drawn)
    -74.4 | -17.9 | -20.3 | 2.9 | 2.2 | -23.5 | -3.1 | -10.9
> COc1cc(NC(=O)CCS(=O)(=O)c2ccc3c(c2)oc(=O)n3C)cc(OC)c1
    0.1 | 3.2 | 6.5 | -0.7 | 8.2 | 1.3 | -0.8 | 1.5
> O=C(COC(=O)CCc1ccc(S(=O)(=O)N2CCOCC2)cc1)NCc1ccccc1
    12.5 | -7.1 | -10.9 | -2.7 | -10.8 | 1.2 | -4.2 | 4.8
> CN(c1ccc(C(=O)NCCSCc2ccccc2)cc1)S(=O)(=O)c1ccccc1
    24.6 | 3.0 | -6.9 | -3.3 | -0.1 | 2.1 | -2.5 | -1.9
> COCc1[nH][nH]c(=O)c1C=Nc1ccccc1
    19.6 | -3.0 | -13.6 | -14.6 | 0.0 | 2.5 | -4.2 | -10.6
> OCC1CCCCN1C(=S)Nc1ccc(Cl)cc1Cl (stereo not drawn)
    5.1 | 2.3 | -2.7 | -2.3 | -8.7 | 1.7 | -6.8 | -3.8
> O=C(N1CCOCC1)N1CCN(c2nc(-c3ccccc3)cs2)CC1
    16.6 | -4.2 | -8.9 | 5.8 | -1.9 | -1.1 | -12.9 | -6.4
> O=C(Nc1ccccc1)C1CCCN1S(=O)(=O)c1ccc(Br)cc1 (stereo not drawn)
    2.9 | -9.9 | -13.3 | 8.2 | 1.6 | -0.5 | -1.2 | -7.2
> CCOC(=O)CC(NC(=O)c1cccs1)c1ccc(C)cc1 (stereo not drawn)
    3.8 | -3.2 | 8.3 | 4.8 | -6.5 | 0.2 | 5.6 | 2.6
> O=C(COc1ccccc1Cl)OCC(=O)N1CCN(S(=O)(=O)c2ccccc2)CC1
    16.8 | 8.8 | -2.8 | -16.6 | -1.5 | 3.0 | 8.3 | -6.2
> COc1ccc(CNC(=O)C2CCCN(S(=O)(=O)c3ccc4c(c3)CCCN4C(C)=O)C2)cc1 (stereo not drawn)
    4.9 | 5.6 | -4.9 | 1.1 | -3.2 | -0.7 | -6.0 | 3.1
